# Assay outcomes: PubChem, several laboratories
# SRC3 inh – inhibitors of human steroid receptor coactivator 3 (SRC3); Q9Y6Q9; 0.17% of 360,000 active; inhibition, % at 3.6 µM; HEK293 GAL4-SRC3 luciferase reporter, luminescence;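 active = inhibition above a per-campaign cutoff, the mean of all compounds plus 3 SD, cut at about 60% in these data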;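 also: 0% = DMSO-treated cells and 100% = gossypol-treated cells at 36 µM; higher means less SRC3-driven luciferase light from the GAL4 reporter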
# SRC1 inh – human NCOA1 inhibition; HEK293 GAL4-SRC1 luciferase reporter, luminescence; inhibition, % at 3.6 µM; AID 588354; 0.12% of 360,000 active; Q15788;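 active = inhibition above the campaign mean plus 3 SD, with each screening campaign given its own cutoff, cut at about 60% in these data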;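 also: 0% = DMSO treated cells and 100% = gossypol at 36 µM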
# TROY signal inh – TROY signaling inhibition. inhibition, % at 10 µM. 0.98% of 360,000 active. Q293 LMP1-TROYcd NF-kB luciferase reporter, 4 h. AID 1347056;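 active = compounds whose plate-normalised and pattern-corrected inhibition of the luciferase reporter signal at the single screening dose is 50% or more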
# NR2F2 inh – blocks human COUP-TFII nuclear receptor. 0.7% of 370,000 active. HEK293T NGFI-A luciferase reporter, luminescence. AID 686940. inhibition, % at 8.6 µM;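 active = inhibition above a per-plate cutoff, mean inhibition of test wells between control levels plus 3 SD, cut at about 38% in these data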;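 also: cells cotransfected with COUP-TFII expression vector driving the NGFI-A reporter; 0% = median of COUP-TF2 test wells and 100% = reporter-only cells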
# Target sequence (P24468 whole entry, looked up): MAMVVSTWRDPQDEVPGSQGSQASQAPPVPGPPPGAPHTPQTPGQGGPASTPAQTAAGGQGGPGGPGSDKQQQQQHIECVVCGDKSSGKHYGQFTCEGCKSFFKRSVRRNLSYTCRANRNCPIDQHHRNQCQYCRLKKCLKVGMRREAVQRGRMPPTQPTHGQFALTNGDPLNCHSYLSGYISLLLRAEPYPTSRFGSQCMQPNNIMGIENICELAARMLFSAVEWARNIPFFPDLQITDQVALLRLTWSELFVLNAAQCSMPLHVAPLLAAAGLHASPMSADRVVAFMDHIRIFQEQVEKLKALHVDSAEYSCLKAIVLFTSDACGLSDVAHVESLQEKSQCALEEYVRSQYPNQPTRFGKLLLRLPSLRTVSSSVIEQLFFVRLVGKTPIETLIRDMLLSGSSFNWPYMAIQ
# EBV LMP1 NFkB – Epstein-Barr LMP1 NF-kappaB reporter inhibition. 0.69% of 350,000 active. AID 504558. LMP1-induced NF-kappaB luciferase reporter cells, luminescence. inhibition, % at 12.5 µM; in the data active = inhibition above about 41%;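 also: 0% = neutral control wells and 100% = reference inhibitor control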
# Shn3 inh set2 – Schnurri-3 reporter inhibition in Clone20 osteoblasts; Clone20 osteoblast Shn3 3'UTR firefly luciferase, 24 h; inhibition, % at 12.5 µM; 0.52% of 360,000 active; AID 588674;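 active = mean inhibition of at least 75% with every replicate also reaching 75%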;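 also: 0% = median of neutral control wells and 100% = pilot-screen positive control compound; some compounds past the cut are filed as inactive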
# CF NFkB inh – inhibitors of cystic fibrosis induced NF-kB; KKLEB NF-kB-GFP reporter, PAF-induced, GFP fluorescence overnight; inhibition, % at 5 µM; 0.86% of 360,000 active;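 active = at least 50% inhibition at 5 µM, scaled per plate between neutral and stimulator controls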;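 also: PAF is a Pseudomonas aeruginosa culture filtrate used as stimulus; plate controls were PAF-stimulated DMSO wells for no effect and unstimulated DMSO wells for full effect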
# TWEAK-Fn14 inh – TWEAK-Fn14 signaling inhibition. TWEAK-stimulated Fn14 reporter cells, luciferase luminescence, 8 h. inhibition, % at 10 µM. 2% of 360,000 active. AID 1159606; in the data active = inhibition above about 50%
# LRH-1 inv ag – suppresses constitutive activity of human LRH-1. O00482. HEK293T StAR-luciferase reporter, LRH-1 transfected, 24 h. inhibition, % at 3.6 µM. 0.13% of 360,000 active. AID 602396;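 active = inhibition above the mean inhibition of all tested compounds plus 3 SD, cut at about 73% in these data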;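 also: 0% = DMSO wells and 100% = reporter-only cells lacking LRH-1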
# Target sequence (O00482 whole entry, looked up): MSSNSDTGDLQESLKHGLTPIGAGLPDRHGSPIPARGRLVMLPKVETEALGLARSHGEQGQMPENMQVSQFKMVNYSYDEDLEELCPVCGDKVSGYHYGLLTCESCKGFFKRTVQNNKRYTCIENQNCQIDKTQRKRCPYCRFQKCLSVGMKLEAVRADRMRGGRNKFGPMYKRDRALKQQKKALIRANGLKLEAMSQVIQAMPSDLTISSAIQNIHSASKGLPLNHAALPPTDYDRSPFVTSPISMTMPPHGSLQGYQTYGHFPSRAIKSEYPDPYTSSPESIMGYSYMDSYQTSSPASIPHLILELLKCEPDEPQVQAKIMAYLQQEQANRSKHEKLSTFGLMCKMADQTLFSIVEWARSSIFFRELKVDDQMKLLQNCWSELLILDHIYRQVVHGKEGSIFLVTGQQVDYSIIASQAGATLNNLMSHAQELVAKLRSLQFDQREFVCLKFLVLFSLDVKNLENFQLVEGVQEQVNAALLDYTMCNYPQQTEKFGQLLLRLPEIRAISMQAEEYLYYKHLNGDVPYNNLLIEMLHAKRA
# TRAIL sens C8 – caspase-8 TRAIL sensitization; NB7+C8 cells + TRAIL, ATPlite viability luminescence; inhibition (viability loss, TRAIL sensitization), % at 10 µM; 1% of 360,000 active; AID 624354;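 active = compounds causing at least 50% loss of cell viability in the single-dose screen, relative to plate controls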
# KKLEB cytotox – CF airway cell cytotoxicity counter-screen; KKLEB CF airway cells viability, ATPlite luminescence, overnight; hits give low values; cells stimulated with P. aeruginosa culture filtrate; activity change (cytotoxicity), % at 5 µM; 0.36% of 360,000 active; AID 602141;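 active = corrected activity change at or below -50% at 5 µM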
# * = called active by the depositor; x = no result given; & = joins results of further samples; ! = a repeat was not active. Not all compounds are listed; the hit share may differ from the screen's.
Compound | SRC3 inh | SRC1 inh | TROY signal inh | NR2F2 inh | EBV LMP1 NFkB | Shn3 inh set2 | CF NFkB inh | TWEAK-Fn14 inh | LRH-1 inv ag | TRAIL sens C8 | KKLEB cytotox
CC1CC(c2ccccc2)n2nc(NC(=O)c3cccs3)nc2N1 (stereo unspecified) | 10 | -3 | 2 | -11 | -9 | -1 | -11 | 0 | 6 | -3 | 8
CC(C)=CC(=O)N1CCC(n2nccc2NC(=O)CCc2ccccc2)CC1 | 7 | 6 | 21 | 13 | 5 | -24 | 8 | 29 | -25 | -20 | -5
CC(C)CC(=O)Nc1nnc(SCC(=O)NC2CCCCC2)s1 | -8 | 15 | -27 | 0 | 1 | -12 | 7 | -30 | 3 | -7 | -4
COC(=O)COc1ccc(-c2ccccc2)cc1C=O | 3 | 6 | 5 | -8 | -9 | -9 | -8 | -8 | -10 | 6 | -9
C=C1CCN([C@@H](CC(C)C)C(=O)Nc2ccc(OC)cc2)S(=O)(=O)c2ccccc21 | -7 | 0 | 0 | 1 | 4 | -1 | -12 | 11 | 10 | 4 | -5
COc1ccccc1CN1CC(C(=O)NCCn2ccc(C)n2)CCC1=O (stereo unspecified) | -1 | 7 | 2 | 7 | -1 | 6 | -6 | -2 | 4 | 3 | 4
C=CCNC(=S)N1CCOCC1 | 6 | -6 | -8 | 17 | -3 | -19 | 9 | 1 | -4 | -10 | 6
CCCNC(=O)CCCCn1c(=S)[nH]c2c([nH]c3ccc(OC)cc32)c1=O | -2 | 3 | 6 | -19 | 0 | -9 | 6 | -1 | -2 | -4 | -2
COc1ccc(NC(=O)COC(=O)c2cc([N+](=O)[O-])ccc2N2CCOCC2)cc1 | 8 | 3 | 16 | -11 | 0 | -42 | -9 | -17 | -28 | -8 | -16
CCC1Oc2ccc(C)cc2N(CC(=O)NCC2CCCO2)C1=O (stereo unspecified) | -8 | 15 | -1 | -19 | 5 | -6 | -28 | 1 | 3 | -20 | -1
CC1CC1C(=O)OCC(=O)NC(=O)c1ccccc1 (stereo unspecified) | 15 | -10 | -31 | 4 | 3 | 11 | -14 | -10 | -3 | -4 | 6
CN(C(=O)COC(=O)c1ccc(NS(=O)(=O)c2cccs2)cc1)C1CCCCC1 | 12 | 9 | 12 | 5 | 14 | 10 | -4 | 5 | 11 | -11 | 0
CCCCOC(=O)CCNc1n[nH]c(=O)[nH]c1=O | 0 | -1 | -9 | 4 | -9 | 21 | 8 | -11 | 8 | -8 | -3
CN(CC(=O)Nc1ccc(F)cc1)C(=O)c1cc2c(s1)CCCCC2 | 8 | -26 | -3 | -4 | -11 | -2 | 2 | -24 | 5 | 5 | -5
Cc1cccc(C2=NN(c3ccc(Br)cc3)[C@@H](C(=O)N3CCOC3=O)[C@@H]2c2ccc(Cl)cc2)c1 | 4 | -18 | 3 | x | -9 | -14 | 15 | 33 | 1 | 6 | -4
COC(=O)c1ccccc1NC(=S)N(Cc1ccc2c(c1)OCO2)Cc1cc2ccc(C)cc2[nH]c1=O | -2 | 10 | 19 | 0 | 3 | 24 | -72 | 21 | 11 | 17 | 0
CC(O)C1C(=O)OC2(C)CC(C)(C)NC(=S)N12 (stereo unspecified) | -2 | 0 | 25 | 9 | 3 | 10 | 6 | -9 | 12 | -6 | -4
CS(=O)(=O)N(CC(=O)Nc1cc(Cl)ccc1Cl)c1ccccc1 | 2 | 6 | -1 | -6 | -8 | -6 | 2 | -9 | -8 | -2 | 3
Cc1cc(C)c(C(=O)CSc2nc(C)cc(=O)[nH]2)c(C)c1 | -1 | 1 | 6 | -1 | -168 | 5 | 6 | -8 | -10 | -6 | 3
O=C(NCc1ccncc1)[C@@H]1CCCN1C(=O)[C@H]1CCCN1C(=O)c1cccc2ccccc12 | x | x | -9 | 7 | x | x | x | 14 | 16 | 7 | x
CNC(=O)c1c(NC(=O)CCS(=O)(=O)c2ccc(C)cc2)sc2c1CCN(C(=O)OC)C2 | 3 | 2 | 1 | -1 | -11 | -11 | -27 | 0 | -8 | -8 | 17
Oc1ccccc1/C=N/n1c(-c2ccccc2)n[nH]c1=S | 7 | -10 | -10 | 2 | -2 | 12 | 9 | 3 | 0 | 1 | -1
C(=N\Nc1nn[nH]n1)/c1ccccc1 | -11 | -23 | -15 | 15 | 3 | -16 | 5 | -11 | 6 | 7 | -10
COc1cc2c(cc1OC)-c1cc(Nc3ccccc3Br)nc(=O)n1CC2 | -38 | -26 | 19 | -35 | 1 | 4 | 17 | -11 | 18 | -2 | -14
CC(CNC(=O)[C@@H](Cc1ccccc1)NC(=O)CC[C@H]1O[C@@H](n2ccc(=O)[nH]c2=O)[C@H](O)[C@@H]1O)c1ccccc1 (stereo partly specified) | 4 | 0 | -17 | -5 | x | 8 | -18 | -1 | -13 | 8 | 10

# Compound profiles, as listed above. Order of values: SRC3 inh	SRC1 inh	TROY signal inh	NR2F2 inh	EBV LMP1 NFkB	Shn3 inh set2	CF NFkB inh	TWEAK-Fn14 inh	LRH-1 inv ag	TRAIL sens C8	KKLEB cytotox
# `CC(C)=CC(=O)N1CCC(n2nccc2NC(=O)CCc2ccccc2)CC1` as listed: 7	6	21	13	5	-24	8	29	-25	-20	-5
# `COc1ccc(NC(=O)COC(=O)c2cc([N+](=O)[O-])ccc2N2CCOCC2)cc1` as listed: 8	3	16	-11	0	-42	-9	-17	-28	-8	-16

# Further structures:
molecule	SRC3 inh	SRC1 inh	TROY signal inh	NR2F2 inh	EBV LMP1 NFkB	Shn3 inh set2	CF NFkB inh	TWEAK-Fn14 inh	LRH-1 inv ag	TRAIL sens C8	KKLEB cytotox
O=C(NS(=O)(=O)Oc1ccc(F)c(Cl)c1)OC[C@@H]1CCCN2CCCCC12 (stereo partly specified)	6	-4	5	-1	-2	7	1	0	-9	-3	11
CCN(C(=O)C(C)Sc1nnc(-c2ccncc2)n1C)C1CCCCC1 (stereo unspecified)	16	3	4	3	2	1	-14	-3	-9	3	16
CCn1c(SCC(=O)N/N=C\c2ccccc2OCC(=O)O)nnc1-c1ccc(Cl)cc1	1	-9	-5	0	-7	x	-13	0	-3	-8	6
O=C(Cc1cccs1)NCCc1csc(-c2ccccc2)n1	-2	7	-17	-7	-12	-4	15	-2	-13	-6	-1
CCC(=O)N(Cc1cc(=O)[nH]c2ccccc12)c1ccccc1C	2	6	3	11	-1	-1	-1	8	-1	14	-4
COc1ccc(C(CC(=O)N2CCOCC2)c2c(O)cc(OC)cc2OC)cc1 (stereo unspecified)	-4	2	-22	-2	5	0	26	-4	-16	-7	0
CS/C(N)=N/N=C/c1ccc2c(c1)OCO2	-30	-49	-74	-28	-8	-106	13	-9	-47	20	-8
O=C(NCC1CCCCC1)C1(CC2CC(c3ccc(Cl)cc3)=NO2)CCNCC1 (stereo unspecified)	-7	-8	-43	-5	-14	-5	19	-7	-23	1	-21
COc1cc2oc3cc(C#Cc4ccc(N)cc4)ccc3c(=O)c2cc1OC	-22	-2	-5	-6	9	42	5	7	39	34	-4
Cc1nc2ccc(S(=O)(=O)N3CCCCC3)cc2s1	20	-6	-39	8	1	16	9	-5	-3	-15	-2
COc1cc(C2Nc3cc(Cl)c(S(N)(=O)=O)cc3S(=O)(=O)N2)ccc1OCc1ccccc1 (stereo unspecified)	-69	-103	-63	-34	-17	-78	-6	7	-23	-1	4
Cc1ccc(OCCC(=O)OCc2csc(CC(=O)Nc3ccccc3C)n2)cc1	-38	0	1	0	0	-2	22	-6	23	-2	-8
COc1cccc(C=NN(C)c2c([N+](=O)[O-])cc(C(F)(F)F)cc2[N+](=O)[O-])c1O	0	-9	22	16	x	2	12	1	-7	-1	-9
Cc1onc(-c2ccccc2)c1C(=O)N1CCCSC1=Nc1ccccc1	-10&4	-64&-2	2&2	9&10	2&2	-17&8	56*!	-21&-3	-8&1	-12&-14	2&1
Cc1ccsc1CN(C)C(=O)CN1C(=O)NC2(CCCCC2C)C1=O (stereo unspecified)	11	-2	13	2	1	-8	1	0	7	-23	14
O=C(Nc1ccc(C(F)(F)F)cc1)c1ccc2ncsc2c1	-80	-39	-61	-9	-60	-94	-4	-12	-110	-4	23
O=c1c2c(nc3c(-c4ccccc4)c[nH]n13)CCCC2	7	-15	2	-2	2	14	11	-3	24	11	0
CCOC(=O)C1=C(C)NC(=S)NC1c1cc(C)sc1C (stereo unspecified)	16	2	6	-7	-11	3	30	-5	0	1	11
O=C(c1cc(-c2ccccn2)nc2ccccc12)N1CCN(c2ncccn2)CC1	-2	1	2	14	4	-5	-29	-3	-6	5	7
Cc1ccc(Oc2c(C=O)c3ccccc3n2C)cc1	3	14	20	12	-4	15	25	44	-16	9	-1
CCn1nc(NC(=O)c2cccnc2)c2cc3ccccc3nc21	-8	-6	5	9	-3	-4	-6	22	7	6	-8
CCOC(=O)C1(CC2CCCCO2)CCN(Cc2nc(-c3cccs3)oc2C)CC1 (stereo unspecified)	4	15	1	12	13	37	15	-1	-10	-1	-2
COc1ccccc1C(=O)Oc1cc(C)[nH]c(=O)c1[N+](=O)[O-]	-2	-16	13	-16	-4	7	0	-15	12	-4	-5
CC(C)Sc1nc2c(c(=O)[nH]c(=O)n2C)n1CCc1ccccc1	5	7	11	5	-1	7	20	-11	10	-13	-8
COc1ccccc1-c1ocnc1C(=O)Nc1ccc(N2CCOCC2)cc1N1CCOCC1	7	-6	7	7	2	-7	6	-12	8	5	-1
CCOCCCNC(=O)C1CCC(CNS(=O)(=O)c2ccc(OC)cc2)CC1 (stereo unspecified)	10	-19	-3	0	5	12	-2	-12	1	5	-2
COc1ccccc1N(Cc1ccccc1)S(=O)(=O)c1cccc(C(=O)Nc2ccccn2)c1	-128	-58	-20	-19	10	19	17	-6	-72	31	-6

# 5 entries picked at random from those above:
molecule	SRC3 inh	SRC1 inh	TROY signal inh	NR2F2 inh	EBV LMP1 NFkB	Shn3 inh set2	CF NFkB inh	TWEAK-Fn14 inh	LRH-1 inv ag	TRAIL sens C8	KKLEB cytotox
COc1ccccc1-c1ocnc1C(=O)Nc1ccc(N2CCOCC2)cc1N1CCOCC1	7	-6	7	7	2	-7	6	-12	8	5	-1
COc1ccccc1N(Cc1ccccc1)S(=O)(=O)c1cccc(C(=O)Nc2ccccn2)c1	-128	-58	-20	-19	10	19	17	-6	-72	31	-6
CC(C)Sc1nc2c(c(=O)[nH]c(=O)n2C)n1CCc1ccccc1	5	7	11	5	-1	7	20	-11	10	-13	-8
CCn1nc(NC(=O)c2cccnc2)c2cc3ccccc3nc21	-8	-6	5	9	-3	-4	-6	22	7	6	-8
CCOC(=O)C1(CC2CCCCO2)CCN(Cc2nc(-c3cccs3)oc2C)CC1 (stereo unspecified)	4	15	1	12	13	37	15	-1	-10	-1	-2
